# Tau fil binding = tau filament binding. P10636. AID 596. 71,000 tested, 2% active. recombinant tau filaments, thioflavin S fluorescence, 15 h; filaments grown with octadecylsulfate alongside compound. Potency, µM (highest dose often 57.1 µM), for the others: top-dose activity change, negative = inhibition;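 further: potency means the concentration at half of the fitted maximal effect; on the % scale 0 is the no-effect control and ±100 the full control effect; actives lower thioflavin S fluorescence by blocking filaments or displacing dye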
#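 Read-out: ThS fluorescence, 450 nm excitation/510 nm emission; lower signal marks blocked filament formation or displaced dye. Tau at 1 uM with 30 uM ODS, 10 uM ThS, 5 mM DTT, 100 mM NaCl, 10 mM HEPES pH 7.4; 15 h, 37 C.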
# ALOX15 inhib = blocks human 15-lipoxygenase activity; purified 15hLO-1, xylenol orange hydroperoxide absorbance; 74,000 tested, 1.4% active; Potency, µM (doses to about 57.1 µM), for the others: at the top dose activity change, negative = inhibition, actives largely listed as inhibitors; P16050; further: potency means the concentration at half of the fitted maximal effect; on the % scale 0 is the no-effect control and ±100 the full control effect; nearly all actives have a fitted effect of over 55% in size
# Target sequence (P16050 whole entry, looked up): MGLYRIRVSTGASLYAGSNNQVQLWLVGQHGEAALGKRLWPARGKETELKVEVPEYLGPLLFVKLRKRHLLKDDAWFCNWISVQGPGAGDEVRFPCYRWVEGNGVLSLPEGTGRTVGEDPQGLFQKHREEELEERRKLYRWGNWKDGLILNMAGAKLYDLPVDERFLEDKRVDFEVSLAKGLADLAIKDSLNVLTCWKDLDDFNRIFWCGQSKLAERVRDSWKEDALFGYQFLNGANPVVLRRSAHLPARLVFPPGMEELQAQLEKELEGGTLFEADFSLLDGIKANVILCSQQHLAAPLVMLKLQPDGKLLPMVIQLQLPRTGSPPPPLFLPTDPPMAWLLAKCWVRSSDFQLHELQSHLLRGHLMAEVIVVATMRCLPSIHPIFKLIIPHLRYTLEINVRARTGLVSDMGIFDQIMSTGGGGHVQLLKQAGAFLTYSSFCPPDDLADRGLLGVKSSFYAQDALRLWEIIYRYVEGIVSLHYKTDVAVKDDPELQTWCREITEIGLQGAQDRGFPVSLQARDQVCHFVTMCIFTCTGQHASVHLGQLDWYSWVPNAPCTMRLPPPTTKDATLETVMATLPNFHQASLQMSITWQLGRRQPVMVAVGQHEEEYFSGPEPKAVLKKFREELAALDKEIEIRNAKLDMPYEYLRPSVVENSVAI
#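 Inhibition is scored from a chromogenic endpoint. After 15 min enzyme-compound contact, arachidonic acid (50 uM final) reacts 6 min with 40 nM 15hLO-1 at room temperature, then Fe-XO reagent is added for 30 min and absorbance ratio recorded.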
# ERK AVP inh = vasopressin-driven ERK pathway inhibition; 72,000 tested, 0.99% active; Potency, µM (titrated, usually from 57.5 µM), for inactives: at the top dose activity, negative = inhibition, most hits filed as inhibitors; HEK293-V1b, vasopressin-stimulated pERK AlphaScreen; further: potency means the concentration at half of the fitted maximal effect; on the % scale 0 is the no-effect control and ±100 the full control effect; nearly all actives have a fitted effect of over 55% in size
#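 V1b-HEK293 cells; cpd 30 min 37C; 25 nM vasopressin 5 min; lyse 10 min; AlphaScreen beads 5 hr RT. Normalized to DMSO basal and 25 nM vasopressin; AC50 by Hill fit.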
# HADH2 inhib = blocks human hydroxyacyl-CoA dehydrogenase type II; Q99714; 73,000 tested, 3.4% active; Potency, µM (doses to about 57.1 µM), inactives show at the top dose activity change, negative = inhibition, actives largely listed as inhibitors; AID 886; recombinant HADH2, NADH fluorescence, beta-hydroxybutyryl-CoA; further: potency means the concentration at half of the fitted maximal effect; on the % scale 0 is the no-effect control and ±100 the full control effect; nearly all actives have a fitted effect of over 60% in size; many of its hits are not listed in these tables
# Target sequence (Q99714 whole entry, looked up, one chain of several): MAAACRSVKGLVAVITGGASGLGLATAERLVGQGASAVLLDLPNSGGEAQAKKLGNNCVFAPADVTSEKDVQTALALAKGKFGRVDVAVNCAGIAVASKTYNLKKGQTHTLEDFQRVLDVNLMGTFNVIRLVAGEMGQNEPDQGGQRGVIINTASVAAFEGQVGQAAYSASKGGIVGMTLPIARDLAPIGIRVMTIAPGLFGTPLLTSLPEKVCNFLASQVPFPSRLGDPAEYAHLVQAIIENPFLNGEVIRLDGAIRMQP
#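 Activity measured as NADH fluorescence gain (360/450 nm), taken as the change between first and last reads of a 4-min kinetic run. Conditions: pH 9.0 Tris buffer, 20 nM E. coli-expressed His-tagged enzyme, 1 mM NAD+, 90 uM beta-hydroxybutyryl-CoA; 15-min compound preincubation.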
# Ub-GFP proteasome = ubiquitin-GFP accumulation via proteasome inhibition | Ubiquitin-GFP reporter cells, proteasome inhibition, GFP fluorescence; response scale: untreated = 0%, 10 µM MG-132 = 100% | Potency, µM (top dose mostly 45.9 µM), without a hit: top-dose activation (GFP accumulation), hits mostly activators | 67,000 tested, under 10 active | AID 526; active means well fitted activation curve with a large enough effect, not every such curve was filed as active; inconclusive means small, poorly fitted or top-dose-only effect, or another doubt; inactive means no such curve, though single readings can be large or run the other way; further: potency means the concentration at half of the fitted maximal effect
#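 GFP accumulation read-out: laser plate cytometry counting ubiquitin(G76V)-GFP-expressing U2OS cells after 4 hr compound exposure at 37 °C. Titrations spanned 46 uM to 2.9 nM; 0% = basal, 100% = 10 uM MG-132; concentration-response curves fitted.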
# CRE-bla Fsk = CRE-bla signaling modulation under forskolin stimulation; CHO CRE-bla reporter (cAMP response element driving beta-lactamase), forskolin EC10, beta-lactamase ratio; Potency, µM (series often up to 38.2 µM), inactives show at the highest dose activity change, negative = inhibition, most hits filed as activators; 71,000 tested, 2.5% active; AID 662; active means well fitted activation curve with a large enough effect in the signal ratio, with a control signal flat, not every such curve was filed as active; inconclusive means small, poorly fitted or top-dose-only effect, or effect the other way, or a change in a side signal; the % refers to the signal ratio; further: potency means the concentration at half of the fitted maximal effect; % of control where 0% means no effect
#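 Cells were plated overnight at 37 °C, exposed to compound titrations plus EC10 NKH 477 for 3 h, then given CCF4 dye for 2 h at room temperature. Blue/green (460/530 nm) ratio was converted to %Activity and AC50 values calculated.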
# Luciferase inh = inhibitors of firefly luciferase. P08659. purified firefly luciferase, luminescence, 8 min. Potency, µM (highest dose often 57.1 µM), for inactives: top-dose activity change, negative = inhibition, usual class: inhibitors. 72,000 tested, 2.2% active; further: potency means the concentration at half of the fitted maximal effect; on the % scale 0 is the no-effect control and ±100 the full control effect; nearly all actives have a fitted effect of over 40% in size
#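 Titration-based qHTS; buffer 50 mM imidazole pH 7.2, 50 mM KCl, 7 mM MgCl2, 10 uM ATP, 0.01% Tween 20, 0.05% BSA; luciferase/luciferin detector mix added after compound; 8 min, ambient; luminescence.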
# GFP derepression = epigenetic modulators derepressing GFP locus in mouse cells. mouse C127i GFP locus derepression, cytometry, 30 h. 68,000 tested, 0.09% active. Potency, µM (series often up to 46.1 µM), without a hit: at the highest dose GFP derepression (activation); further: % of control where 0% means no effect
#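 Murine C127i mammary cells carrying a silenced, stably integrated CMV-driven GFP reporter were treated with compound for 30 hours at 37 C. After PBS washes, GFP-positive cells were counted by laser-scanning microplate cytometry.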
# Hsp90 Hop PPI = changes Hsp90-Hop TPR2A binding signal, up or down. 71,000 tested, 0.44% active. Potency, µM (doses to about 57 µM), for the others: at the highest dose activity change, negative = inhibition. AlphaScreen TPR2A-His6 binding biotin-Hsp90 C-terminal peptide. AID 595; active means well fitted curve in either direction with a large enough effect; inconclusive means small, poorly fitted or top-dose-only effect, or another doubt; further: potency means the concentration at half of the fitted maximal effect; on the % scale 0 is the no-effect control and ±100 the full control effect; many of its hits are not listed in these tables
# Pol III holo inh = inhibitors of bacterial DNA polymerase III holoenzyme. reconstituted DNA polymerase III holoenzyme replication, biochemical. Potency, µM (series often up to 57.1 µM), for inactives: at the highest dose activity change, negative = inhibition. 71,000 tested, 0.25% active. AID 603; further: potency means the concentration at half of the fitted maximal effect; on the % scale 0 is the no-effect control and ±100 the full control effect
#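 Reconstituted *E. coli* holoenzyme (0.35 nM Pol III, 1 nM beta, 154 nM SSB, 2 nM primase) was preincubated with compound for 15 min at RT. Synthesis on 1.4 nM ssM13Gori ran 35 min, then was stopped with PicoGreen/EDTA and read as dsDNA fluorescence.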
# HBB splice mod = modulators of hemoglobin beta chain splicing; AID 925; HBB splicing reporter cell assay, activation; EGFP reporter with mutant IVS2-654 intron; response scale: normalised to 500 nM splice-correcting PNA; Potency, µM (titrated, usually from 46.1 µM), for the others: top-dose activation, actives largely listed as activators; 65,000 tested, 0.06% active; further: potency means the concentration at half of the fitted maximal effect; 0% is about no effect
#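 HeLa cells stably expressing EGFP interrupted by mutant beta-globin intron 2 (IVS2-654), 500/well in 2% FCS. Treated with compound for 2 days at 37C. Splicing correction scored as total well GFP intensity (488 nm excitation, 500-520 nm emission); 500 nM antisense PNA served as control.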
# * hit, by the source's call; ? = inconclusive; nt = no result given; & = joins results of further samples; [ ] = remark or other dose. Unless noted, the call rests on the fitted dose curve; in most records, active means well fitted curve in the direction sought with a large enough effect; inconclusive means small, poorly fitted or top-dose-only effect, or another doubt; inactive means no such curve, though single readings can be large; an effect the other way counts as inactive or inconclusive.
SMILES,Tau fil binding,ALOX15 inhib,ERK AVP inh,HADH2 inhib,Ub-GFP proteasome,CRE-bla Fsk,Luciferase inh,GFP derepression,Hsp90 Hop PPI,Pol III holo inh,HBB splice mod
Cc1csc2nc(CNC(=O)C3CC=CCC3C(=O)O)cn12 (centres undefined),15.1%,8.5%,nt,0.5%,-8.9%,-3.7%,0.9%,nt,-18.5%,-8.2%,0.6%
CNC(=O)c1cc2ccc(OC)cc2oc1=O,-3.6%,4.6%,-25.0%,3.16µM*,-14.2%,?,-1.9%,0.0%,-6.8%,-4.8%,-0.7%
CN1CCN(c2nc(Nc3cccc(C(F)(F)F)c3)nc(N3CCOCC3)n2)CC1,30.6%,-6.6%,-29.9%,-8.5%,2.0%,0.7%,2.2%,2.0%,-5.5%,-9.2%,-1.2%
Cc1ccc(NC(=O)C(C)Sc2nnc(-c3cccnc3)o2)cc1 (centres undefined),7.1%,0.5%,-10.4%,-7.4%,-8.9%,0.5%,0.6%,0.2%,-1.0%,-3.0%,nt
CCOC(=O)c1sc2ncnc(N3CCN(C(=O)OCC)CC3)c2c1C,11.3%,8.4%,22.7%,-4.5%,-4.8%,?,1.4%,-0.4%,-1.7%,3.6%,-2.8%
COc1cc2c(C#N)c(N3CCN(c4ccccc4OC)CC3)nc(N)c2c(N)n1,-11.4%,-5.2%,25.1µM*,?,-5.2%,?,-8.8%,-1.1%,-6.9%,-6.1%,-1.1%
CCOC(=O)CSc1nnc(CNC(=O)c2cccs2)n1Cc1ccccc1,0.6%,2.0%,-26.8%,7.4%,-2.7%,?,3.8%,-1.8%,-0.2%,1.2%,-0.6%
CC(C)OCCCNC(=O)CCN1C(=O)COc2ccccc21,11.2%,4.8%,-0.5%,?,5.2%,-2.3%,-0.1%,-2.6%,-0.6%,-5.0%,2.1%[57.5 µM]
CC(C)(Sc1ccc(CCN(CCCCC2CCCCC2)C(=O)NC2CCCCC2)cc1)C(=O)O,?,?,8.4%,-15.5%&-16.6%,3.8%&-1.6%,?,-3.1%&1.2%,6.8%&0.5%,-0.9%&-6.0%,-23.8%&2.4%,-1.2%
O=S(=O)(c1ccccc1)c1cccc(S(=O)(=O)N2CCCCC2)c1,7.0%,-5.9%,-10.7%,-7.5%,-4.0%,-7.2%,-0.3%,-1.0%,9.4%,-3.4%,-0.3%[57.5 µM]
CCn1c(SCC(=O)c2ccc(OC)cc2)nnc1C(C)NC(=O)c1ccc(OC)cc1 (centres undefined),31.2%,-9.3%,-16.5%,-24.7%,-5.1%,1.2%,0.3%,12.9%,-3.4%,-6.4%,0.1%
CCn1nnnc1Oc1ccc(Cl)cc1,2.6%,10.9%,-5.7%,6.2%,-0.8%,-1.8%,1.3%,-6.5%,5.2%,-3.3%,-0.3%
COc1ccc(C2C(C(=O)Nc3ccccn3)=C(C)Nc3ncnn32)c(OC)c1 (centres undefined),-12.4%,9.2%,-0.9%,6.4%,1.2%,5.9%,2.2%,-2.3%,-6.5%,1.6%,0.0%
CSc1nc2c(c(-c3ccc(O)cc3)c1C#N)CCC2,104.1%,?,?,38.3%[activator],-1.6%,?,1.0%,5.4%,-2.6%,-0.1%,0.0%
O=C(Cc1cc(=O)[nH]c(=O)[nH]1)NCC1CCCO1 (centres undefined),92.9%,-24.0%,nt,11.6%,10.9%,?,3.3%,nt,-8.6%,4.6%,0.0%
O=C(NCCCn1ccnc1)c1noc2c1CCc1ccccc1-2,6.5%,16.6%,25.2%,-1.3%,-6.0%,-11.1%,-2.0%,0.0%,-10.1%,0.5%,0.0%
COCCn1c(Sc2ccc(C)cc2)nc2c1c(=O)[nH]c(=O)n2C,-3.4%,0.8%,6.4%,0.7%,-1.8%,5.4%,-0.4%,8.3%,-6.1%,3.8%,-1.5%
COc1cc(C(=O)OCC(=O)N(C)Cc2ccccc2)cc(OC)c1OC,-4.3%,14.1%,22.8%,16.8%,7.8%,?,4.8%,-1.2%,0.4%,-2.7%,-1.5%
CCOC(=O)c1c(NC(=O)COC(=O)c2c(C)noc2C)sc2c1CCC2,15.7%,23.2%,10.2%,-7.0%,5.0%,14.3%,2.2%,-1.6%,-3.5%,1.4%,0.5%[57.5 µM]
COc1ccc(C(=O)N2CCCC2)cc1S(=O)(=O)N1CCOCC1,4.9%,1.1%,-1.0%,-5.3%,-4.2%,-9.3%,4.0%,3.2%,-0.6%,-3.7%,3.1%
CCOc1cc(N2CCOCC2)c(OCC)cc1NC(=O)c1nc2nc(C)cc(C)n2n1,25.1µM*,10.9%,-8.7%,-5.5%,-3.3%,5.01µM*,1.0%,-2.1%,-3.7%,-3.0%,-0.2%[57.5 µM]
CCOC(=O)c1nnn(CC(=O)Nc2cc(F)ccc2F)c1C(=O)OCC,-3.7%,0.6%,6.7%,9.0%,1.5%,-11.6%,-0.5%,-3.4%,3.6%,-3.4%,0.9%
O=C(Nc1ccccc1N1CCCCC1)c1cccc(F)c1,1.9%,-2.9%,46.0%[activator],-23.3%,-8.3%,12.6µM*,-0.3%,-2.7%,12.8%,3.5%,-0.4%
O=C(Cn1c(C(=O)NCC2CCCO2)cc2sccc21)c1ccccc1 (centres undefined),-7.7%,1.2%,2.1%,-6.1%,3.1%,-11.9%,-0.2%,4.3%,-2.5%,-5.4%,0.1%[57.5 µM]
O=C(O)CCC(=O)c1ccc2ccc3cccc4ccc1c2c34,1.3%[11.4 µM],-1.1%[11.4 µM],-14.2%[11.5 µM],?,-4.4%[9.17 µM],?,2.6%[11.4 µM],0.0%[9.22 µM],-6.1%[11 µM],9.1%[11.4 µM],0.8%[9.22 µM]
N/C(CN1CCCC1=O)=N\O,-8.2%,-1.5%,0.7%,9.1%,-4.4%,-8.6%,0.6%,-2.3%,-1.6%,-0.8%,-0.7%
Cn1c(=O)oc2cc(S(=O)(=O)NCCC(=O)NCCc3ccc(Cl)cc3)ccc21,-3.8%,3.7%,12.4%,-1.2%,-11.2%,-10.9%,1.3%,10.0%,-2.6%,-3.4%,0.6%
COc1ccccc1OCCSc1nc2ccccc2c(=O)[nH]1,29.2%,-6.8%,-6.5%,7.7%,-2.1%,10µM*,-2.4%,7.1%,1.0%,-9.1%,-1.1%[9.22 µM]
O=C(c1ccco1)N1CCC[C@@]2(CCN(c3ccccn3)C2)C1,14.4%,-1.2%,-7.9%,-7.9%,4.5%,-4.9%,-1.4%[11.4 µM],4.7%[9.22 µM],-2.1%,-6.5%,0.5%
CCCC[C@@H]1C[C@H]1C(NC(=O)c1cccnc1)c1ccc(-c2ccccc2)cc1 (some centres undefined),88.7%,nt,16.9%,12.2%,nt,?,nt,nt,-6.7%,-6.3%,1.2%
CCc1sc(C(=O)Nc2ccsc2C(=O)OC)cc1Br,8.3%,-0.4%,-3.6%,?,?,?,0.9%,-4.3%,-0.8%,-13.2%,-2.0%

# 3 entries from above, ordered by SMILES length, rising.
SMILES,Tau fil binding,ALOX15 inhib,ERK AVP inh,HADH2 inhib,Ub-GFP proteasome,CRE-bla Fsk,Luciferase inh,GFP derepression,Hsp90 Hop PPI,Pol III holo inh,HBB splice mod
O=C(O)CCC(=O)c1ccc2ccc3cccc4ccc1c2c34,1.3%[11.4 µM],-1.1%[11.4 µM],-14.2%[11.5 µM],?,-4.4%[9.17 µM],?,2.6%[11.4 µM],0.0%[9.22 µM],-6.1%[11 µM],9.1%[11.4 µM],0.8%[9.22 µM]
Cn1c(=O)oc2cc(S(=O)(=O)NCCC(=O)NCCc3ccc(Cl)cc3)ccc21,-3.8%,3.7%,12.4%,-1.2%,-11.2%,-10.9%,1.3%,10.0%,-2.6%,-3.4%,0.6%
CCCC[C@@H]1C[C@H]1C(NC(=O)c1cccnc1)c1ccc(-c2ccccc2)cc1 (some centres undefined),88.7%,nt,16.9%,12.2%,nt,?,nt,nt,-6.7%,-6.3%,1.2%

# Screening results: PubChem BioAssay, National Center for Advancing Translational Sciences (NCATS)

# This is a subset; rates above refer to the full screens.
